Screens (PubChem)
CSN deneddyl inh – inhibitors of CSN-mediated cullin deneddylation, primary screen, biochemical, fluorescence polarization, uHTS; COP9 signalosome complex subunit 5 (Homo sapiens), Q92905; Purified CSN, SCF-Nedd8-OG deneddylation; inhibition, % at 12.5 µM; actives 0.38% (n = 360,000); AID 651999, 2013;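 active = pattern-corrected inhibition above about 35%, with an unprinted fluorescence ratio check between 0.5 and 1.5, limit read from the data, passing the limit was not always enough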;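 note: 0% = enzyme with substrate and 100% = substrate without enzyme; some results filed as inactive read as strong as hits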
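Assay system: Purified human Csn5 enzyme expressed in HEK293T cells | Amount: Enzyme 0.24 nM | Measured by: Fluorescence polarization readout | Medium: Tris/NaCl/DTT buffer, pH 7.5 | Compound dosing: One concentration, 12.5 µM, 0.25% DMSO | Times: 90 min incubation of compound, enzyme and substrate at room temperature | Control set: no-enzyme wells high, enzyme-with-substrate wells low | Read-out: % inhibition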
FAS-TE inh – FAS thioesterase domain inhibitors, primary screen, biochemical, fluorescence intensity, uHTS. Fatty acid synthase (Homo sapiens), P49327. recombinant FAS-TE, OMFH fluorogenic substrate, fluorescence endpoint. inhibition, % at 15 µM. actives 0.67% (n = 360,000). AID 602261, 2012;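 active = compounds whose normalised, plate-corrected inhibition of enzyme fluorescence in the single-dose primary screen is 50% or more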;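 note: 0% = DMSO with enzyme and 100% = substrate without enzyme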
MsrA inh – bovine MsrA enzyme inhibitors, primary screen, biochemical, absorbance, HTS; actives 0.75% (n = 360,000); inhibition, % at 15.5 µM; Methionine sulfoxide reductase A (Bos taurus); purified bovine MsrA, absorbance read-out; in the data active = inhibition above about 4.5%;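 note: 0% = vehicle wells with enzyme and 100% = reference inhibitor wells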
E coli Lon inh – inhibitors of E. coli Lon protease, primary screen, biochemical, fluorescence polarization; actives 0.42% (n = 360,000); P0A9M0; inhibition, % at 7.94 µM; purified E. coli Lon protease; in the data active = inhibition above about 13%, passing the limit was not always enough;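 note: 0% = enzyme with probe and DMSO and 100% = no enzyme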
PABP1 MLLE inh – inhibitors of PABP1 MLLE–PAM2 peptide binding, primary screen, biochemical, fluorescence polarization, FITC-PAM2, GST-MLLE. actives 0.36% (n = 360,000). Polyadenylate-binding protein 1 (Homo sapiens), P11940. AID 588489, 2011. inhibition, % at 20 µM; in the data active = inhibition above about 35%, passing the limit was not always enough;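 note: plate controls were DMSO wells with GST-MLLE for no effect and wells lacking GST-MLLE protein for full effect; some results filed as inactive read as strong as hits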
Target sequence (P11940 whole entry, looked up): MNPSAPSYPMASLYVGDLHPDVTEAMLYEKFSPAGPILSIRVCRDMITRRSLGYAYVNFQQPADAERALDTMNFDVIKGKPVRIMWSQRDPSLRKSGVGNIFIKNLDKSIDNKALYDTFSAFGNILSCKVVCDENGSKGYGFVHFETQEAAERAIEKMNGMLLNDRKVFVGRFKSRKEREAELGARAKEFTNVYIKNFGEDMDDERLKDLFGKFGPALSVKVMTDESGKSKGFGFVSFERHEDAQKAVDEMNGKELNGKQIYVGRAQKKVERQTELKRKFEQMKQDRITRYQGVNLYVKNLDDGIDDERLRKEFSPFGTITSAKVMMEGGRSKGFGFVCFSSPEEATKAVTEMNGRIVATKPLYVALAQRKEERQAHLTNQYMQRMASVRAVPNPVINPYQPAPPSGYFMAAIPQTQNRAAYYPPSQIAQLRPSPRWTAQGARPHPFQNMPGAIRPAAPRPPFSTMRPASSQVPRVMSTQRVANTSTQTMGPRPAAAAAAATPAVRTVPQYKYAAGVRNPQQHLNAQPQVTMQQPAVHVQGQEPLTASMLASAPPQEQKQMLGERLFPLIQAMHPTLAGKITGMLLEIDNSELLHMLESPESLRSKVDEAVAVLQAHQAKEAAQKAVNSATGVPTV
Rin1 Abl inh – inhibitors of Rin1-Abl protein binding, primary screen, biochemical, TR-FRET; Tyrosine-protein kinase ABL1 (Homo sapiens) + Ras and Rab interactor 1 (Homo sapiens), …; inhibition, % at 7.35 µM; actives 0.4% (n = 360,000); in the data active = inhibition above about 5%, passing the limit was not always enough
MT1-MMP act inh – blockers of MT1-MMP proenzyme processing, primary screen, HT1080 RFP-PRO-GFP cells, GFP/RFP fluorescence; Matrix metalloproteinase-14 (Homo sapiens), P50281; GFP/RFP ratio fluorescence, overnight; percent of plate control window, DMSO zero; GFP/RFP ratio change, % at 20 µM; actives 0.061% (n = 360,000);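 active = GFP/RFP ratio change of at least 30% with cell ATP level not reduced by more than half and red fluorescence within 50% of control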; note: strong numbers were not always called active
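Material – HT1080 RFP-PRO-GFP cells · Control set – DMSO wells and RFP-L50D-GFP cells · Incubation – overnight cell settling, then overnight compound exposure, 37 °C, 5% CO2 · Compound dosing – single-point 20 µM compound, 1% DMSO · Read-out – GFP/RFP fluorescence ratio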
Rpn11 block – Rpn11 (PSMD14) deubiquitinase inhibitors, primary screen, biochemical, fluorescence polarization, uHTS; 26S proteasome non-ATPase regulatory subunit 14 (Homo sapiens), O00487; human 26S proteasome, Ub4-pepOG fluorescence polarization; 20S core pre-blocked with epoxomicin; calls only at 20 µM; actives 0.59% (n = 360,000);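 active = inhibition at 20 µM, scaled to each plate's controls, above about 33%, limit read from the data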
Target sequence (O00487 whole entry, looked up): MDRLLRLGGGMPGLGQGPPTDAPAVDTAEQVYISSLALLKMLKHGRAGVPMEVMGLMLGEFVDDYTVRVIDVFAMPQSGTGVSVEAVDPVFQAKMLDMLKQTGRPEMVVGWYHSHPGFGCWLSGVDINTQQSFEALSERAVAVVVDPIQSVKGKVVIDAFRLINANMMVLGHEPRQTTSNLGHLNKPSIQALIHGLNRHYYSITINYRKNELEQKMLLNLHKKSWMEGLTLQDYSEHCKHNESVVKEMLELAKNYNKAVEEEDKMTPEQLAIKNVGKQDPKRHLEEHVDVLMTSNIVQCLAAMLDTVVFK
MsrA act – bovine MsrA enzyme activators, primary screen, biochemical, absorbance, HTS; Methionine sulfoxide reductase A (Bos taurus); purified bovine MsrA, absorbance read-out; activation, % at 10.6 µM; actives 0.3% (n = 360,000); AID 602163, 2012; in the data active = activation above about 7.5%;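 note: 0% = vehicle and 100% = reference activator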
Active calls of the source: *; i = inactive; x = no result given.

SMILES	CSN deneddyl inh	FAS-TE inh	MsrA inh	E coli Lon inh	PABP1 MLLE inh	Rin1 Abl inh	MT1-MMP act inh	Rpn11 block	MsrA act
CC(C)(C)S(=O)N1Cc2cc(C(=O)NCc3ccc(Oc4ccccc4)cc3)nc(-c3cccc(-c4cc5ccccc5o4)c3)c2[C@@H]1CCO (some centres not stated)	-2.5	-10.2	x	-12.1	-24.2	0.6	1.6	i	0.2
Cc1cccc(C(C)C)c1NC(=O)C1CCN(S(=O)(=O)c2ccccc2)CC1	-4.8	0.5	-1.3	1.8	3.5	-3.0	-0.8	i	-1.9
Cc1ccc(Nc2cc(Cl)nc(N)n2)c([N+](=O)[O-])c1	-1.7	3.8	2.8	-8.3	-7.9	1.3	2.2	i	-6.1
CCOC(=O)C1=C(c2ccccc2)OC(N)=C(C#N)C1c1ccncc1 (configuration not stated)	0.7	-2.3	0.8	-9.3	12.7	3.2	3.0	i	-6.4
O=C(Nc1cccc(Cl)c1)N1CCCCCC1	0.1	-4.4	-0.2	-8.5	9.9	-2.6	2.6	i	-1.9
COc1ccc(CN2CCC(C(=O)c3ccc(Cl)cc3)CC2)cc1	3.2	0.5	1.5	-3.8	0.6	1.6	-1.9	i	-0.8
CCCC(c1nnnn1Cc1cccs1)N1CCN(C2CCCC2)CC1 (configuration not stated)	1.6	-9.6	-1.0	-4.8	1.4	0.3	-8.5	i	-6.4
CCOC(=O)C1CCN(C(=O)CCn2c(=O)oc3ccccc32)CC1	-0.8	-7.1	0.7	-5.3	3.7	1.4	-1.8	i	-1.1
Cc1cc(NS(=O)(=O)c2cccs2)no1	6.3	-2.8	0.6	-7.6	-4.3	4.7	-1.1	i	3.5
CCN(CC)S(=O)(=O)c1ccc(-c2nnc3sc4cccc(C)c4n23)cc1	-2.3	3.1	0.3	-2.7	-60.5	-1.1	-3.8	i	-1.9
CC(C)(C)c1cc(CN2CCN(CCC#N)CC2)cc(C(C)(C)C)c1O	-1.9	-3.6	0.2	-13.1	-1.6	-0.1	-0.1	i	2.4
CCOc1c(OC)cc(C2C(C#N)=C(N)Oc3n[nH]c(-c4ccncc4)c32)cc1OC (configuration not stated)	3.8	-7.2	0.0	-9.2	3.0	0.1	-1.3	i	0.5
CCc1ccc(OCC(=O)NC(=S)Nc2ccc(C(=O)O)cc2)cc1	3.0	-2.0	-0.2	-9.8	24.6	-0.6	-9.7	i	-2.6
CC1C=CCC2C(=O)N(c3cccc(C(=O)Nc4ccc(Br)cc4)c3)C(=O)C12 (configuration not stated)	-2.3	24.2	-1.4	-1.4	1.2	-0.1	-3.3	i	-2.7
COc1cccc(/C=C/c2ccc3cccc(O)c3n2)c1OC	-0.6	16.2	1.7	-11.2	-12.3	0.3	0.1	i	-1.4
Cc1cc(=O)[nH]c2n[nH]c(-c3ccccc3)c12	2.9	-5.8	-1.0	-3.4	-10.8	1.8	-3.2	i	2.5
COc1ccccc1C1C(C(N)=O)=C(C)Nc2ncnn21 (configuration not stated)	-4.7	-10.4	0.3	0.9	5.7	0.9	3.7	i	-10.4
COCCOC(=O)C1=C(C)NC(C)=C(C(=O)OCCOC)C1/C=C/c1ccccc1OC	0.0	5.1	0.0	-7.7	-1.0	-1.5	-1.1	i	-2.0
Cc1nn(CC(=O)N2CCN(c3cccc(C(F)(F)F)c3)CC2)c(=O)c2cccn12	-0.4	1.6	0.8	8.8	13.2	1.6	-10.1	i	0.1
O=C(Nc1ccc(-c2cn3ccccc3n2)cc1)c1cccs1	28.8	-1.6	3.5	2.3	-22.2	1.5	0.7	i	-3.3
C/C(=C\C(=O)c1ccc(F)cc1)Nc1ccc(N2CCOCC2)cc1	3.0	-0.2	0.2	-0.7	11.4	-2.9	5.1	i	-1.7
CC1CCCCN1CCCNC(=O)CCCN1C(=O)c2cccnc2Sc2ccccc21 (configuration not stated)	0.9	-6.2	x	11.1	9.3	1.1	-2.6	i	-4.8
CC1CCN(C(=O)CCc2ccc(S(=O)(=O)NC(C)(C)C)cc2)CC1	-0.9	-5.2	-0.2	7.8	-9.4	2.0	1.0	i	-1.4
CNc1nc2c(C)cccn2c(=O)c1C=Nc1ccc(OC)cc1	1.9	18.0	1.5	-6.8	-0.5	-2.9	3.3	i	5.5
CCOc1cc(/C=C2\SC(=NC)N(C)C2=O)cc(Cl)c1OC(C)=O	2.1	2.9	1.0	-7.8	4.0	1.6	-44.2	i	-7.2
N#Cc1ccc(-c2ccc(F)cc2)nc1Oc1ccc(F)cc1	19.5	-4.9	-0.3	-1.1	5.0	-0.7	2.1	i	0.1
O=C(COC(=O)c1ccccc1F)NC1CCCC1	3.9	0.8	1.2	4.7	-7.7	1.0	-0.5	i	-0.8
CC(/C=N/n1c(COc2ccccc2)n[nH]c1=S)=C\c1ccccc1	3.0	15.0	0.3	-8.4	-52.5	-2.7	9.0	i	0.3
COc1cccc(-c2nc(Cc3ccc(OC)c(OC)c3)no2)c1	-4.6	7.7	-0.3	-0.7	-7.1	2.4	1.1	i	2.7
COC1=Cc2c(ccc3ccc(=O)oc23)OC1(C)C	1.3	6.1	1.8	-4.4	8.3	-4.8	0.3	i	-7.5
O=C(Cn1c(=O)n(CCCCC(=O)NC2CCCC2)c(=O)c2ccccc21)NCCC1=CCCCC1	3.3	-3.0	-1.0	1.4	-6.9	-1.5	4.4	i	3.6
COC(=O)c1cc(-c2c(C)nn(-c3ccccc3)c2C)n[nH]1	-1.5	-2.8	-0.8	-3.0	13.7	1.4	1.1	i	-3.7
Cc1cccc(-n2[nH]c(C)c(C=Nc3ccc4[nH]c(=O)[nH]c4c3)c2=O)c1	-12.3	-4.4	0.8	0.5	17.3	4.1	2.5	i	-6.8
COC(=O)Cn1cnc2c(Cl)nc(F)nc21	1.4	-7.2	0.7	-9.3	8.2	2.3	4.8	i	-1.2
CCN(c1ccccc1)S(=O)(=O)c1cc2c(cc1C)n(C)c(=O)c(=O)n2C	-0.6	13.7	0.9	0.9	2.7	-3.9	-0.2	i	-0.5
Cc1ccc(C)c(NC(=O)C2CCCC2)c1	-4.5	-4.5	-1.3	8.6	-8.3	-4.4	1.8	i	-2.8
Cc1nn2c(N3CCN(C4CCCC4)CC3)cc(C(C)(C)C)nc2c1-c1ccccc1	0.7	4.8	-1.2	3.0	13.7	0.0	6.2	i	-3.6
Cc1cc(OCC(=O)OCC(=O)c2c(N)n(C)c(=O)n(C)c2=O)ccc1Cl	-2.6	1.7	0.6	-3.7	-8.6	1.0	8.2	i	-4.0
COc1ccccc1N1C(=O)[C@@H]2C(C(=O)CN3C(=O)c4ccccc4C3=O)=NN[C@@H]2C1=O	3.8	-6.1	0.3	-19.3	5.3	-4.5	9.7	i	0.5
COc1ccccc1C(CNC(=O)CN1C(=O)NC(C)(c2ccc3ccccc3c2)C1=O)N1CCCC1 (configuration not stated)	-2.2	-8.7	1.7	-1.8	-11.3	2.8	-2.6	i	0.5
COc1ccc2c(c1)c(=O)oc1cc3occ(C(C)(C)C)c3cc12	0.9	-8.6	0.5	-2.9	-4.8	2.9	5.3	i	-7.0
Cc1cc(C(F)(F)F)nc(NNc2nc(C)cc(C(F)(F)F)n2)n1	-3.8	-4.0	0.5	-14.7	5.8	-0.8	3.0	i	-2.7
CCOC(=O)c1cnn(-c2ccc(F)cc2)c1N	-0.8	-7.2	0.3	-7.8	8.6	1.2	-0.8	i	-2.7
Nc1nc(CSc2ncccn2)nc(Nc2ccccc2)n1	0.5	-7.4	-0.8	2.7	7.3	0.2	-3.2	i	-1.6
O=C(Nc1cccc(NC(=O)c2ccc(Cl)cc2)n1)c1ccc(Cl)cc1	5.6	-5.6	-1.2	1.1	-15.6	-0.6	-1.4	i	-7.4

Some of these compounds in order of their number in MsrA inh, lowest first.
Compound | CSN deneddyl inh | MsrA inh | E coli Lon inh | PABP1 MLLE inh | Rin1 Abl inh | MT1-MMP act inh | Rpn11 block | MsrA act
Cc1ccc(C)c(NC(=O)C2CCCC2)c1 | -4.5 | -1.3 | 8.6 | -8.3 | -4.4 | 1.8 | i | -2.8
COc1ccccc1N1C(=O)[C@@H]2C(C(=O)CN3C(=O)c4ccccc4C3=O)=NN[C@@H]2C1=O | 3.8 | 0.3 | -19.3 | 5.3 | -4.5 | 9.7 | i | 0.5
CCN(c1ccccc1)S(=O)(=O)c1cc2c(cc1C)n(C)c(=O)c(=O)n2C | -0.6 | 0.9 | 0.9 | 2.7 | -3.9 | -0.2 | i | -0.5

Next part:
SMILES	CSN deneddyl inh	FAS-TE inh	MsrA inh	E coli Lon inh	PABP1 MLLE inh	Rin1 Abl inh	MT1-MMP act inh	Rpn11 block	MsrA act
COC(=O)c1c(C)[nH]c(C(=O)NCCc2ccc(S(N)(=O)=O)cc2)c1C	-1.6	-1.7	-0.2	3.2	-16.1	-1.9	-3.8	i	-4.8
Clc1ccc(C2CC(c3cccs3)n3ncnc3N2)cc1 (configuration not stated)	-0.7	-0.1	0.1	5.3	1.8	-0.7	-1.6	i	-4.8
COc1cccc(CC(=S)N2CCOCC2)c1	-4.4	-9.9	-0.2	-4.6	6.6	-0.1	4.7	i	-4.4
CN1CCc2cc(O)c(O)cc2C(c2ccccc2)C1 (configuration not stated)	0.9	-0.9	-1.4	1.2	0.9	0.3	2.5	i	-8.6
CCc1ccc(CN2C(=O)c3ccccc3C2C(=O)NCc2cccnc2)cc1 (configuration not stated)	1.7	-3.1	2.2	-3.0	15.2	-0.4	-2.3	i	-1.8
CCCCCCCn1c(=O)c(C(=O)OC)c(N)c2ccccc21	2.3	30.1	0.6	3.2	17.5	0.3	-7.7	i	3.6
COc1ccc2c(c1)CCc1c(C(=O)Nc3cc(C)n(Cc4ccc(Cl)cc4)n3)noc1-2	91.4*	2.6	-0.3	7.8	14.4	1.3	4.9	i	-2.2
CC(CNC(=O)Cn1ccc(NC(=O)OCc2ccccc2)nc1=O)c1ccccc1 (configuration not stated)	-0.3	-13.9	-0.3	7.8	4.7	-1.4	1.3	i	-0.5
Cn1c2ccccc2c2ncn(CCC3=CCCCC3)c(=O)c21	-1.8	22.6	1.0	-0.3	-5.6	-1.6	-2.1	i	-1.2
COc1ccc(COC(=O)CCNC(=O)c2ccc(Cl)cc2)cc1	0.0	0.3	-0.1	-3.1	1.2	-0.5	-2.4	i	-3.8
Cc1ccc(S(=O)(=O)N(C)CC(=O)Nc2ncccc2C)cc1	3.7	-5.6	1.2	-8.8	9.6	1.4	6.6	i	-8.6
O=[N+]([O-])c1cc(S(=O)(=O)N2CCOCC2)ccc1NS(=O)(=O)c1ccccc1	4.8	-3.8	1.2	4.3	-19.4	2.5	0.0	i	-4.8
COc1ccc(/C=N/Nc2cc(N3CCOCC3)ncn2)c(OC)c1	-3.2	-2.0	1.8	-5.5	0.3	-0.4	-5.4	i	-9.2
O=C(Cn1c(=O)oc2ccccc21)Nc1ccc(Cl)cc1Cl	5.7	-1.3	1.0	-0.3	0.1	-3.0	5.6	i	-1.2

Rows were taken by chance; any-hit rate near 3.7%.
